Shn3 3UTR inh: reduces Shn3 3'UTR luciferase signal in osteoblasts. inhibition, % at 12.5 µM. Clone20 osteoblast Shn3 3'UTR firefly luciferase, 24 h. 360,000 compounds, 0.52% hits;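 active means mean inhibition of at least 75% with every replicate also reaching 75%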;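 further: 0% = median of neutral control wells and 100% = pilot-screen positive control compound; some compounds past the cut are filed as inactive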
COUP-TFII inh: inhibitors of human COUP-TFII (NR2F2). HEK293T NGFI-A luciferase reporter, luminescence. 370,000 compounds, 0.7% hits. inhibition, % at 8.6 µM. P24468. AID 686940;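 active means inhibition above a per-plate cutoff, mean inhibition of test wells between control levels plus 3 SD, cut at about 38% in these data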;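 further: cells cotransfected with COUP-TFII expression vector driving the NGFI-A reporter; 0% = median of COUP-TF2 test wells and 100% = reporter-only cells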
Target sequence (P24468 whole entry, looked up): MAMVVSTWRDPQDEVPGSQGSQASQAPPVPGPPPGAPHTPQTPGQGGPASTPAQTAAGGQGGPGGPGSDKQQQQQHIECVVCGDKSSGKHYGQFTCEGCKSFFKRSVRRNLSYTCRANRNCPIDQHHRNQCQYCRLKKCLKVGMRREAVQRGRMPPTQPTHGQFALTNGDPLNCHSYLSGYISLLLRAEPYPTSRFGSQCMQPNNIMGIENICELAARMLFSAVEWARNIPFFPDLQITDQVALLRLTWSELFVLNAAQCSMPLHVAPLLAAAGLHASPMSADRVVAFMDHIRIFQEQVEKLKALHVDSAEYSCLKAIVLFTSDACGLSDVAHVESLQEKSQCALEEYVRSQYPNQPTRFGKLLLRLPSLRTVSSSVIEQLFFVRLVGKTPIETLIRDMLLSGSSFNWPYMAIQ
EBV LMP1 NFkB: Epstein-Barr LMP1 NF-kappaB reporter inhibition; AID 504558; LMP1-induced NF-kappaB luciferase reporter cells, luminescence; 350,000 compounds, 0.69% hits; inhibition, % at 12.5 µM; in the data active means inhibition above about 41%;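 further: 0% = neutral control wells and 100% = reference inhibitor control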
Numbers without * were called inactive; nt = not tested or not shown.

Shn3 3UTR inh	SMILES	COUP-TFII inh	EBV LMP1 NFkB
nt	COc1ccc(C#Cc2ccc3c(=O)c4ccccc4n(C)c3c2)cc1	nt	-16.1
nt	COC(=O)C1=C(C)N(Cc2ccco2)C(=O)N[C@@H]1c1cccc(C(F)(F)F)c1	nt	3.2
114.2*	COC1=C(N)C(=O)c2nc(-c3nc(C(=O)O)c(C)c(-c4ccc(OC)c(OC)c4O)c3N)ccc2C1=O	nt	nt
nt	Nc1[nH]c(C(=O)c2ccccc2)c(-c2cccnc2)c1C(=O)NCCc1c[nH]c2ccccc12	-12.8	nt
nt	O=C1N(c2ccccc2)CC2CC(c3ccccc3)N3CCCC123 (centres undefined)	-9.3	nt
nt	CC(=O)N1CCN(C(=O)C2CCCN(C(=O)c3ccc4c(c3)NC(=O)CS4)C2)CC1 (centres undefined)	6.5	nt
nt	Cn1cc([N+](=O)[O-])c(C(=O)Nc2cc(Oc3cccnc3)cc([N+](=O)[O-])c2)n1	-7.3	nt
nt	c1ccc(CCn2nnc(-c3ccc(N4CCOCC4)cc3)n2)cc1	-12.0	nt
nt	CC(C)CNc1cccc2c1S(=O)(=O)N[C@H](CC(C)C)CO2	4.3	nt
nt	COc1ccccc1NC(=O)N(C)C[C@H]1OCc2cn(nn2)CCCC(=O)N([C@H](C)CO)C[C@@H]1C	-1.9	nt
nt	CCOC(=O)c1cccc(NC(=O)CN(C)S(=O)(=O)c2ccc(Br)s2)c1	-3.7	nt
nt	COC(=O)c1c(-c2ccc(OC)cc2)c2c(c3c4cc(OC)ccc4n(C(=O)c4ccccc4)c13)C(=O)N(C)C2	9.0	nt
nt	COc1ccc(/C=N\NC(=O)Cc2cccs2)c(OC)c1OC	-17.5	nt
nt	Cc1cc(NC(=O)c2n[nH]c(=O)c3ccccc23)ccc1Br	-13.5	nt
nt	CN1CCCN(C(=O)CN2C(=O)CC(C)(C)S(=O)(=O)c3ccccc32)CC1	6.0	nt
nt	C[C@H](O)[C@@H]1CN2CCc3ccc(N4CCOCC4)cc3[C@@H]2C[C@@H]1N(C)C(=O)c1cccc(Cl)c1	2.5	nt
nt	Cc1ccc(-n2c(SCC(=O)Nc3ccc(S(=O)(=O)Nc4cc(C)nc(C)n4)cc3)nnc2-c2ccncc2)cc1	-1.8	nt
nt	COc1ccc(OC)c(S(=O)(=O)N2CCC(C(=O)NCC3COCCO3)CC2)c1 (centres undefined)	-3.0	nt
nt	COC(=O)C1CN(CCc2ccccc2)CCS(=O)(=O)N1Cc1cccc(Cl)c1 (centres undefined)	-5.3	nt
nt	Cc1ccc(CN2CCCCC(NC(=O)c3ccc4ccccc4c3)C2=O)cc1 (centres undefined)	-22.7	nt
nt	Cc1cc(NS(=O)(=O)c2ccc(NC(=O)Cc3ccccc3)cc2)no1	-8.2	nt
nt	CC(C)(C)OC(=O)NCCCc1ccc2c(c1)[C@]1(CCC[C@@H](OCc3ccccc3)[C@@H]1NC(=O)CCc1ccccc1)C(=O)N2Cc1ccccc1	-7.9	nt
nt	COc1ccc(NC(=O)C(CCCCNC(=O)OC(C)(C)C)NC2(C(=O)NCCc3c[nH]c4ccccc34)CCCCC2)cc1 (centres undefined)	6.5	nt
nt	CCCCCCCCN1C(=O)[C@@H](CC(=O)NCCc2ccccc2OC)C[C@@]2(C(=O)OC)C1=C[C@H](COCc1ccccc1)O[C@@H]2C	8.3	nt
nt	CC(=O)N1CCN(C(=O)CSc2nc3cccnc3n2C)CC1	-0.5	nt

Ordered by molar mass (low to high): some entries from above.
Shn3 3UTR inh	SMILES	COUP-TFII inh	EBV LMP1 NFkB
nt	O=C1N(c2ccccc2)CC2CC(c3ccccc3)N3CCCC123 (centres undefined)	-9.3	nt
nt	CC(C)CNc1cccc2c1S(=O)(=O)N[C@H](CC(C)C)CO2	4.3	nt
nt	CC(=O)N1CCN(C(=O)CSc2nc3cccnc3n2C)CC1	-0.5	nt
nt	COc1ccc(C#Cc2ccc3c(=O)c4ccccc4n(C)c3c2)cc1	nt	-16.1
nt	Cc1cc(NC(=O)c2n[nH]c(=O)c3ccccc23)ccc1Br	-13.5	nt
nt	Cc1cc(NS(=O)(=O)c2ccc(NC(=O)Cc3ccccc3)cc2)no1	-8.2	nt
nt	Cn1cc([N+](=O)[O-])c(C(=O)Nc2cc(Oc3cccnc3)cc([N+](=O)[O-])c2)n1	-7.3	nt
nt	Cc1ccc(CN2CCCCC(NC(=O)c3ccc4ccccc4c3)C2=O)cc1 (centres undefined)	-22.7	nt
nt	COC(=O)C1=C(C)N(Cc2ccco2)C(=O)N[C@@H]1c1cccc(C(F)(F)F)c1	nt	3.2
nt	COc1ccc(OC)c(S(=O)(=O)N2CCC(C(=O)NCC3COCCO3)CC2)c1 (centres undefined)	-3.0	nt
nt	COC(=O)C1CN(CCc2ccccc2)CCS(=O)(=O)N1Cc1cccc(Cl)c1 (centres undefined)	-5.3	nt
nt	Nc1[nH]c(C(=O)c2ccccc2)c(-c2cccnc2)c1C(=O)NCCc1c[nH]c2ccccc12	-12.8	nt
nt	COc1ccccc1NC(=O)N(C)C[C@H]1OCc2cn(nn2)CCCC(=O)N([C@H](C)CO)C[C@@H]1C	-1.9	nt
114.2*	COC1=C(N)C(=O)c2nc(-c3nc(C(=O)O)c(C)c(-c4ccc(OC)c(OC)c4O)c3N)ccc2C1=O	nt	nt
nt	COC(=O)c1c(-c2ccc(OC)cc2)c2c(c3c4cc(OC)ccc4n(C(=O)c4ccccc4)c13)C(=O)N(C)C2	9.0	nt
nt	CCCCCCCCN1C(=O)[C@@H](CC(=O)NCCc2ccccc2OC)C[C@@]2(C(=O)OC)C1=C[C@H](COCc1ccccc1)O[C@@H]2C	8.3	nt
nt	CC(C)(C)OC(=O)NCCCc1ccc2c(c1)[C@]1(CCC[C@@H](OCc3ccccc3)[C@@H]1NC(=O)CCc1ccccc1)C(=O)N2Cc1ccccc1	-7.9	nt

Remaining list, next part.
Shn3 3UTR inh	SMILES	COUP-TFII inh	EBV LMP1 NFkB
nt	COc1ccccc1Cc1c(-c2ccc(F)cc2)nc2ccc(C)cn12	-26.0	nt
nt	Cc1ccc(S(=O)(=O)n2ccc(-c3c(-c4ccc(F)cc4)noc3C)n2)cc1	18.0	nt
nt	CCOC(=O)C1=C(C)N(CCCC(=O)O)C(=O)NC1c1ccccc1OC(=O)c1cccs1 (centres undefined)	2.2	nt
nt	Cc1cc(OCC(C)CN2CCC(C(O)(c3ccccc3)c3ccccc3)CC2)ccc1Br (centres undefined)	0.1	nt
nt	CCn1c(COc2ccc(C)cc2)nnc1SCC(=O)Nc1ccccc1-c1ccccc1	10.5	nt
nt	O=C(Nc1ccc2ccccc2c1)NC1CCCCN(Cc2cccc(Cl)c2)C1=O (centres undefined)	1.4	nt
nt	CC(=O)c1cc2c(cc1NC(=O)CCC1CCCC1)OCO2	-11.0	nt
nt	CCN(C(=O)[C@@H](C)[C@@H](O)c1ccc2ccccc2c1)c1ccccc1	-8.9	nt
nt	CCOC(=O)CNC(=O)C(Cc1ccc2c(c1)OCO2)NC(C)=O (centres undefined)	2.5	nt
nt	Cc1ccc(OCc2nnc(SCC(=O)Nc3ccc(S(=O)(=O)Nc4cc(C)nc(C)n4)cc3)n2Cc2ccco2)cc1	13.6	nt
nt	COCCN1Cc2cc(C(=O)OC)c3c(c2C1=O)c1ccccc1n3S(=O)(=O)c1ccc(C)cc1	-6.2	nt
nt	COc1ccc(S[C@]2(C(=O)N3CCOCC3)CC(=O)N(S(=O)(=O)c3ccc(F)cc3)[C@@H]2c2ccc(OC)cc2)cc1	-2.7	nt
nt	COC(=O)c1ccc(Cn2ccc3ccc(-c4ccc5ccn(Cc6ccc(OC)cc6)c5c4)cc32)cc1	2.6	nt
nt	Cc1cc(=O)[nH]c(N/N=C/c2cccc([N+](=O)[O-])c2)n1	3.7	nt
nt	COc1ccc(C2C(C(=O)Nc3cc(Cl)ccc3F)CCC(=O)N2c2ccc(OC)cc2)cc1 (centres undefined)	3.4	nt
nt	Cc1cc2c(nc1C)CCCN2S(=O)(=O)c1ccccc1	2.0	nt
nt	CCN1CCCCC(NC(=O)c2cc(OC)c(OC)c(OC)c2)C1=O (centres undefined)	-11.3	nt
nt	COc1ccccc1CCn1cnc(-c2ccc(OC)c(OC)c2)c1CC(C)C	31.6	nt
nt	O=C(NCc1ccco1)Nc1c(Cl)cc(Cl)cc1Cl	8.3	nt
nt	COC(=O)C1=C(C)N(C)C(=NCC2CC2)NC1CCc1ccccc1 (centres undefined)	-2.5	nt
nt	COC(=O)N1Cc2ccnnc2CC1c1ccccc1-c1ccc(OC)cc1 (centres undefined)	29.3	nt
nt	c1nc(NCC2CCCOC2)c2cc(-c3ccc4c(c3)OCO4)ccc2n1 (centres undefined)	-15.9	nt
nt	CCCCOCCCNC(=O)C[C@H]1C[C@@]2(C(=O)OC)C(=C[C@H](C3CCCC3)O[C@@H]2C)N(CCc2ccc(OC)c(OC)c2)C1=O	0.6	nt
nt	Cc1cc(NCCc2c[nH]c3ccccc23)ccc1Oc1cccnc1	35.6	nt
nt	COC(=O)[C@]12C[C@H](CC(=O)NCCc3ccccc3OC)C(=O)N(Cc3cccc4ccccc34)C1=C[C@H](C(C)(C)C)O[C@@H]2C	13.7	nt

Given with values under each structure: entries from further up.
Each structure is followed by: Shn3 3UTR inh, COUP-TFII inh, EBV LMP1 NFkB
> COc1ccccc1CCn1cnc(-c2ccc(OC)c(OC)c2)c1CC(C)C
    nt, 31.6, nt
> CCn1c(COc2ccc(C)cc2)nnc1SCC(=O)Nc1ccccc1-c1ccccc1
    nt, 10.5, nt

More compounds
Shn3 3UTR inh	SMILES	COUP-TFII inh	EBV LMP1 NFkB
nt	CCOC(=O)C1=CCN(S(=O)(=O)c2ccc(Br)cc2)C1c1ccc(F)cc1 (centres undefined)	-2.8	nt
nt	COc1ccc(C(=O)c2c(-c3ccsc3)oc3ccc(-c4ccc(OC)cc4)cc23)cc1	-13.6	nt
nt	CC(C)(C)c1ccc(-c2nnc3n2N=C(c2ccc(Cl)cc2)CS3)cc1	-16.8	nt
nt	CC(C)n1nnnc1C1(C)CCCCC(=O)N1Cc1cccc(C(F)(F)F)c1 (centres undefined)	-7.4	nt
nt	O=C(c1ccc(F)cc1Cl)N(Cc1ccccn1)CC1CCCO1 (centres undefined)	9.3	nt
nt	Brc1ccc(-c2nn3c(-c4ccccc4)nnc3s2)cc1	-3.8	nt
nt	CC(C)CCN(C)[C@H]1C[C@H]2c3[nH]c4ccccc4c3CCN2C[C@H]1[C@H](C)O	11.6	nt
nt	O=C(c1ccccc1)C12COc3ccccc3C1ON=C2c1ccccc1 (centres undefined)	-2.5	nt
nt	C[C@@H]1CCN(C2CC2)S(=O)(=O)c2c(cccc2N2CC[C@H](N(C)C)C2)O1	-9.0	nt
nt	NS(=O)(=O)c1ccc(NC(=O)C2COc3ccccc3O2)cc1 (centres undefined)	0.0	nt
nt	CCOC(=O)[C@]12CCCCC/C=C\1N(Cc1ccc(OC)cc1)C(=O)[C@H]2CC(=O)N1CCCC1	7.3	nt
nt	COC(=O)[C@@H](N[C@H](/C=C/c1ccccc1)[C@@H](O)Cc1ccccc1)c1ccccc1	-3.4	nt
nt	COC(=O)[C@]12C[C@H](CC(=O)NCc3ccccc3)C(=O)N(Cc3cccc4ccccc34)C1=C[C@H](COCc1ccccc1)O[C@@H]2C	-11.6	nt
nt	NC(=O)c1ccc(O)c2ncccc12	-9.0	nt
nt	O=C(c1c(F)cccc1F)N1CCC(Oc2cccnc2)CC1	-8.3	nt
nt	Cc1cc(N2CCN(CC(C)(C)O)C[C@H]2C)ccc1N1CCN(Cc2ccccc2)[C@H](C)C1	29.6	nt
nt	CCCC1CCC2(CCCN2CCOC(=S)Nc2ccccc2Br)CC1 (centres undefined)	26.4	nt
nt	CCOC(=O)CNC(=O)CSc1nnc(-c2ccc(C(C)(C)C)cc2)n1-c1ccc(Cl)cc1	13.4	nt
nt	O=C(Cn1nnc(-c2ccc(N3CCOCC3)cc2)n1)c1ccc(F)cc1	10.5	nt
nt	CCOC(=O)C1=NOC(C(C)=O)(C(=O)NC2CCCC2)C1 (centres undefined)	-10.0	nt
nt	CS(=O)(=O)c1ccc(S(=O)(=O)NCC2CCN(C(=O)C(=O)c3cc4ccccc4o3)CC2)cc1	-9.8	nt
nt	COc1ccc(C2=CC(=O)CC(C)(C)C2=O)cc1	-7.8	nt
nt	C=CCN1[C@H](CO)[C@H](c2ccc(C#CC3(O)CCCC3)cc2)[C@@H]1C#N	9.7	nt
nt	O=C(Nc1ccc(S(=O)(=O)N2CCOCC2)cc1)c1ccc(=O)[nH]c1	20.6	nt
nt	CC(C)(C)C(=O)NC1CCCCN(Cc2cccc(C(F)(F)F)c2)C1=O (centres undefined)	29.0	nt
nt	O=C(NC1CC1c1ccccc1)N1CCC(c2nc3ccc(Cl)cc3[nH]2)CC1 (centres undefined)	2.8	nt
nt	O=C(Nc1ccccc1C(F)(F)F)OCCN1C(=O)CCC12CCC(c1ccccc1)CC2 (centres undefined)	11.6	nt
nt	CCCCCCCCN1C(=O)[C@@H](CC(=O)NCc2cccc3ccccc23)C[C@@]2(C(=O)OC)C1=C[C@H](COCc1ccccc1)O[C@@H]2C	3.0	nt
nt	CCOc1cccc(/C=N\NC(=O)Cc2cccs2)c1O	-40.2	nt
nt	COc1ccccc1-c1ccc([C@@H]2C[C@H]3[C@H](CON3C)CN2CC2CCCCC2)cc1	-22.3	nt
nt	O=C(CSc1nnc(-c2cccnc2)n1-c1ccccc1)Nc1cccc2ccccc12	10.3	nt
nt	CC(=O)C1=C(C)N(CC(C)C)C(=S)NC1c1cccc(Cl)c1 (centres undefined)	18.8	nt
nt	O=C(NC1CCCCN(Cc2cccc(Cl)c2)C1=O)c1ccc(Cl)cc1Cl (centres undefined)	10.1	nt
nt	Cc1ccc(Cn2cc(CN3[C@@H](Cc4ccccc4)COc4cc(Br)ccc4S3(=O)=O)nn2)cc1	0.4	nt

Only part of the results is shown (hit frequency here may not be typical).
